Source: PubChem BioAssay
Diaphorase inh = diaphorase inhibition or chemical oxidation counter-screen. diaphorase resazurin-to-resorufin fluorescence, NADH, 16 min; bacterial (C. kluyveri) enzyme, not human. inhibition, % at 20 µM. actives 0.69% (n = 190,000). AID 1217;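 active = primary screen inhibition at 20 µM above a set limit, cut at about 50% in these data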;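 note: plate controls were DMSO with full reaction for no effect and wells lacking NADH for full effect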
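Test system: bacterial diaphorase enzyme (C. kluyveri); Quantity: 0.14 U/mL diaphorase, enzyme working solution; Times: reaction incubation of 16 min at room temperature; Measured by: fluorescence of resorufin formed from resazurin, Ex 544/Em 590 nm; Benchmarks: positive control minus NADH, DMSO neutral control.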
PMI activator = activators of human phosphomannose isomerase; purified human PMI, coupled resazurin fluorescence, 20 min; hits give high values; 1 = vehicle control, 0 substrate-free wells; activation factor at 20 µM; actives 0.005% (n = 190,000); AID 1214;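 active = activation factor of 2 or more at 20 µM, relative to plate controls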
L major viab = reduces viability of Leishmania major promastigotes | AID 1063 | actives 9% (n = 200,000) | inhibition, % at 10 µM | resazurin fluorescence viability;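 note: promastigotes grown with compound for 44 hours at 28 °C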
Hsp70 activator = transcriptional activators of Hsp70; AID 1203; activation, % at 10 µM; HeLa Hsp70 promoter luciferase reporter, luminescence; scaled: vehicle 0, proteasome-inhibitor control 100%; actives 0.04% (n = 200,000);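 active = activation above the mean across all tested compounds plus 3 SD, cutoff set per campaign, cut at about 5.5% in these data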;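 note: 100% = MG132 at 30 µM as the positive control and 0% = DMSO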
G6PDH counter = counter-screen for G6PDH assay hits: L. mesenteroides G6PDH inhibition | Purified L. mesenteroides G6PDH, diaphorase/resazurin coupled fluorescence, 45 min | inhibition, % at 5 µM | actives 0.12% (n = 200,000)
Diaphorase act = activates diaphorase or chemically reduces, flagging diaphorase assay artifacts; activation factor at 20 µM; actives 0.005% (n = 190,000); Diaphorase/resazurin coupled assay, resorufin fluorescence, 16 min; hits give high values; 1 = vehicle wells, 0 = NADH-free wells;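 active = diaphorase activity raised at least twofold by the compound at 20 µM; inactive = activation factor below 2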
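Assay system: bacterial diaphorase enzyme (C. kluyveri) / Input: enzyme 0.07 U/mL final / Medium: 50 mM HEPES pH 7.4 with 4.542 mM MgCl2, 0.005% Tween 20 / Doses: single compound dose of 20 µM, 1% DMSO final / Incubation: 16 min enzyme reaction, ambient temperature / Signal: fluorescence, excitation 544 nm and emission 590 nm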
Redox H2O2 prof = compounds producing H2O2 with reducing agent – biochemical, NIH compound library profiling, artefact control for MLSCN library redox annotation, primary screen | DTT-dependent redox cycling H2O2, phenol red/HRP absorbance; 100% = 100 µM peroxide control, 0% = buffer | activation, % at 10 µM | actives 0.03% (n = 200,000);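 active = activation of at least 50% relative to the plate's high and low controls in the primary single-dose screen; inactive = activation below 50%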;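 note: compound incubated with DTT at 0.8 mM final as the reducing agent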
PMI act hi M6P = increases human PMI activity with near-saturating mannose 6-phosphate. coupled PMI enzyme assay, resazurin fluorescence, 20 min; hits give high values; 1 = untreated enzyme, 0 = substrate-free blank. actives 0.34% (n = 190,000). activation factor at 20 µM. AID 1216;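 active = activation factor of 2 or more at 20 µM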
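Test system: human phosphomannose isomerase with PGI, G6PDH, diaphorase coupling enzymes; Amount: PMI at 15 ng/mL final; Reagent: Mannose-6-phosphate 1.0 mM (near-saturating) plus 0.22 mM NADP+; Timing: 20 min, room temperature; Technique: resorufin fluorescence at Ex 544/Em 590 nm; Dosing: 20 µM single dose.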
TLR4-MyD88 BLA = TLR4-MyD88 interaction inhibition in cells | O00206+Q99836 | HeLa CL3-4 TLR4/MyD88 BLA complementation, FRET ratio | inhibition, % at 8.4 µM | actives 0.18% (n = 200,000) | AID 861; in the data active = inhibition above about 25%;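 note: 0% = vehicle and 100% = reference inhibitor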
Target sequence (O00206 whole entry, looked up): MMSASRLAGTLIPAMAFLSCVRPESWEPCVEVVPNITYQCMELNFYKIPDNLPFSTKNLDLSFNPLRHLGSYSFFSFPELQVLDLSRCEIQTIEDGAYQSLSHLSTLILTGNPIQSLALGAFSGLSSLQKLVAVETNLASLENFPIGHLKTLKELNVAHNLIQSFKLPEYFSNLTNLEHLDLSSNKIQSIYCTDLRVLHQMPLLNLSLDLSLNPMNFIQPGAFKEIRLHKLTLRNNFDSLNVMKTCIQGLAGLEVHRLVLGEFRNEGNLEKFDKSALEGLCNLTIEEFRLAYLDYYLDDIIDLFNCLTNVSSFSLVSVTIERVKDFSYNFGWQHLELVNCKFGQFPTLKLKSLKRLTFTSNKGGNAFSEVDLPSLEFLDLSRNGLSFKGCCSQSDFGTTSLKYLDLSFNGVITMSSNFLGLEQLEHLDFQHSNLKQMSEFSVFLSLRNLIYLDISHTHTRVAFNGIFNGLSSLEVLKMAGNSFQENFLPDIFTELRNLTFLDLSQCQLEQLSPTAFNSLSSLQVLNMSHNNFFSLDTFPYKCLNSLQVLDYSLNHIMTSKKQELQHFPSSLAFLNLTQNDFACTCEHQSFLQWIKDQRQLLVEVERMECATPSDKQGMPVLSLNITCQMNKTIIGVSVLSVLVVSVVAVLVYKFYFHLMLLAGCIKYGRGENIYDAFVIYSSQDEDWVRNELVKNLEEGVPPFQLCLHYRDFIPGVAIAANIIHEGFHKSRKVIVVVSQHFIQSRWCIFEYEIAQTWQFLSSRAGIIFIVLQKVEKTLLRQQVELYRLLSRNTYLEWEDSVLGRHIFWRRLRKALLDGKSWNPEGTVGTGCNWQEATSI
Target sequence (Q99836 whole entry, looked up): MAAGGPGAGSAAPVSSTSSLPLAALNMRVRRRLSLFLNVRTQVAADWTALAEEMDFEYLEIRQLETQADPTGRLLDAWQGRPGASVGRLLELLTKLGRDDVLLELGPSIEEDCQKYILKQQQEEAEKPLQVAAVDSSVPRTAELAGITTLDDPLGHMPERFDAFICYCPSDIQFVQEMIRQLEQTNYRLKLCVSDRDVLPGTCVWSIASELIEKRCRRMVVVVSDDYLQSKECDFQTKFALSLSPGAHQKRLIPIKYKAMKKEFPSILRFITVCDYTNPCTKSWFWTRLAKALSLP
RAM network inh = inhibitors of the yeast RAM network | actives 1.8% (n = 190,000) | inhibition, % at 50 µM | S. cerevisiae dse1pr::URA3 reporter, 5-FOA growth OD615, 2 d; analog-sensitive cbk1-as2 kinase mutant strain;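 active = inhibition above a set limit, 3 SD over mean compound inhibition, cut at about 8.4% in these data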;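 note: 0% = DMSO-only wells with no growth and 100% = 10 µM 1-NA-PP1 full growth; inhibition rescues growth on 5-FOA so higher OD means more RAM inhibition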
S1P3 antagonist = blocks the human S1P3 receptor. inhibition, % at 4.98 µM. Q99500. actives 0.27% (n = 170,000). CHO S1P3 NFAT-BLA reporter, FRET fluorescence, antagonist mode;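 active = inhibition above the plate cutoff, the mean inhibition of test wells on that plate plus 3 SD, cut at about 28% in these data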;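 note: cells challenged with S1P at its EC80 of 0.8 µM; blue over green emission ratio from cleaved BLA substrate after 4 h stimulation; 0% = S1P-stimulated wells and 100% = unstimulated DMSO-only wells; some compounds past the cut are filed as inactive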
An asterisk follows results filed as active; nt = not tested or not shown. Cut-off read from the data, not from the text of the source, unless noted: active = inhibition above about 50%; inactive = the rest.

Start of the listing, in advance, two compounds:
SMILES	Diaphorase inh	PMI activator	L major viab	Hsp70 activator	G6PDH counter	Diaphorase act	Redox H2O2 prof	PMI act hi M6P	TLR4-MyD88 BLA	RAM network inh	S1P3 antagonist
COc1cc(Br)cc(CN2CCN(C/C=C/c3ccccc3)CC2)c1O	21	1	88*	0.7	9	0.8	0.2	0.8	-6	-0.9	-5
Cn1c(Oc2ccc(F)cc2F)c(C=O)c2ccccc21	8	0.9	6	-0.1	0	0.9	0.3	1	-10	-1.1	-5

The list itself, from the first entry:
SMILES	Diaphorase inh	PMI activator	L major viab	Hsp70 activator	G6PDH counter	Diaphorase act	Redox H2O2 prof	PMI act hi M6P	TLR4-MyD88 BLA	RAM network inh	S1P3 antagonist
COc1cc(Br)cc(CN2CCN(C/C=C/c3ccccc3)CC2)c1O	21	1	88*	0.7	9	0.8	0.2	0.8	-6	-0.9	-5
Cn1c(Oc2ccc(F)cc2F)c(C=O)c2ccccc21	8	0.9	6	-0.1	0	0.9	0.3	1	-10	-1.1	-5
COc1cccc2c(=O)n(CC(=O)N3CCCCCC3)ccc12	2	1	-6	0.3	3	1	-0.1	1.1	0	2.1	-29
O=C(/C=C/c1cccs1)c1ccc(NC(=O)c2ccccc2F)cc1	0	1	16	-0.1	-8	1	0.7	0.9	-7	5.2	3
Cc1ccc(NC(=O)Cc2c(Cl)cccc2Cl)cc1S(=O)(=O)N(C)C	8	1	17	-0.2	11	0.9	-0.5	1	6	2.7	-1
O=C(Nc1ccc([N+](=O)[O-])cc1)c1ccc(Cn2cc([N+](=O)[O-])cn2)cc1	26	0.8	22	-0.3	12	0.7	-1.7	0.8	-6	2.7	7
CCNC(=O)c1cc(Br)ccc1Cl	4	1.1	4	-0.2	0	1	0.2	1.1	7	1.7	nt
O=C(NCc1ccccc1)C1=C[C@H](c2ccc(C(F)(F)F)cc2)C[C@H](OCc2ccc(CO)cc2)O1	35	0.9	15	-0.5	8	0.7	-1.1	0.5	-3	12*	-12
O=C1CN(C(=O)CSc2nc(-c3ccc(Cl)cc3)cs2)c2ccccc2N1	27	1	-6	-0.4	-4	0.7	0.4	1	-5	1.5	-6
CCOC(=O)C1(CCc2ccccc2)CCN(C(=O)CCc2cnccn2)CC1	7	1	-6	-0.4	10	0.9	0.6	1	4	-0.4	-11
O=C(COc1ccc(S(=O)(=O)N2CCCCC2)cc1)NC1CCCCC1	11	1	1	-0.2	-6	0.9	2.2	1	4	-1.2	19
COc1ccc(C(=O)Nc2cccc(-c3cnc4ccccc4n3)c2)cc1	8	1	1	-0.2	-2	0.9	-0.2	1	-14	3.4	nt
Cc1ccc(C(=O)OCC(=O)Nc2nc(-c3ccccc3)cs2)cc1NC(=O)c1ccco1	13	0.9	21	0.1	16	0.9	0.3	0.9	-2	5.1	3
COc1ccc(OC)c(NC(=O)C2CCN(Cc3cnn(-c4ccccc4)c3-n3cccc3)CC2)c1	24	0.9	11	0.0	-1	0.8	0.1	1	2	2.7	nt
COc1ccc(N(CC(=O)Nc2cccc(C(F)(F)F)c2)S(C)(=O)=O)cc1	13	1	3	-0.2	4	0.9	0.7	0.9	7	1.0	nt
CC(C)NC(=O)c1cc(=O)n(C)c(=O)n1C	5	0.9	-5	-0.4	15	0.9	-0.7	0.9	3	1.0	-2
O=C(NC(=S)NNC(=O)c1ccccc1O)c1ccco1	37	0.9	-1	-0.4	6	0.6	0.1	1.2	-7	1.0	-17
Cn1c(N)c(C(=O)COC(=O)CCC(=O)c2ccc(F)cc2)c(=O)n(C)c1=O	5	1.1	12	0.2	7	0.9	-0.3	1.1	1	0.0	4
COc1ccccc1N(CC(O)CN1C(=O)NC(C)(C)C1=O)S(=O)(=O)c1ccc(C)cc1 (stereo not drawn)	-2	1	-8	-0.3	2	1	2.8	1.1	-5	1.4	1
O=C(NNc1c2ccccc2nc2ccccc12)c1cc2ccccc2cc1O	17	0.9	5	-0.3	-14	0.8	0.5	1	-6	2.4	-2
O=C(CSc1nnc(CNC(=O)c2ccccc2F)o1)NCc1ccccc1	3	1	-7	0.3	5	1	-0.7	0.9	16	0.2	-17
Cn1c(=O)c(C(=O)NCC2CCCO2)c(O)c2ccccc21 (stereo not drawn)	nt	nt	-4	-0.3	17	nt	-0.6	nt	2	0.4	-13
CCC(C)NC(=O)C1CCCN(c2nc(C)cc(OC)n2)C1 (stereo not drawn)	8	1	-3	0.1	0	0.9	0.4	1	-3	0.0	nt
COc1ccc(/C=C2\C(=O)N(Cc3ccc(F)cc3)CC(=O)N2Cc2ccccc2)cc1	19	0.8	95*	0.1	-22	0.8	2.2	0.8	2	8.4	nt
COC(=O)c1ccc(CN2CCN(Cc3ccc(F)cc3)C(CCO)C2)cc1 (stereo not drawn)	14	0.9	59*	-0.2	17	0.9	0.9	0.9	-7	-1.1	2
CCOc1ccc(C(=O)Nc2nc3ccccc3[nH]2)cc1OCC	-2	1	52*	-0.2	1	1	-0.3	1.1	-12	4.1	11
CCc1c(C)nc2ncnn2c1NCCc1ccc(OC)cc1	13	0.9	16	-0.3	-2	0.9	-1.4	1	-7	0.5	21
COCCNC(=O)CNS(=O)(=O)c1ccc2nc(C)sc2c1	12	1	-4	-0.1	-4	0.9	-0.1	1	3	0.5	6
Cc1cc(=O)n2[nH]c(COc3ccccc3)nc2n1	22	0.8	-7	-0.1	-4	0.8	1.0	0.8	2	1.5	-21
O=C(c1cccs1)N1CCN(CCc2ccccc2)CC1	6	1	-4	0.0	-9	0.9	2.7	1	-10	0.3	3
COc1ccc(N2CCCn3c2nc2c3c(=O)n(Cc3ccc(F)cc3)c(=O)n2C)c(OC)c1	16	0.8	nt	nt	4	0.8	nt	0.9	nt	nt	0
Cc1nn(C)c(Cl)c1CN1CCN(C2CCCCC2)C(CCO)C1 (stereo not drawn)	-14	1	-4	-0.2	13	1.1	-0.2	1	4	0.6	-16
Cc1c(NC(=O)CC(C)C)c(=O)n(-c2ccccc2)n1C	9	1	-5	-0.2	1	0.9	-0.7	1	-2	2.6	-5
Cc1cnc(NC(=O)C2COc3ccccc3O2)s1 (stereo not drawn)	12	0.9	-1	-0.4	3	0.9	1.5	0.9	-9	2.5	nt
O=C(CCc1nnc(-c2ccc3c(c2)OCO3)o1)N1CCC(c2ccc(F)cc2)C1 (stereo not drawn)	18	1	-7	0.3	4	0.8	-0.8	1.1	-2	5.2	-5
COC(=O)CN(c1cccc(OC)c1)S(C)(=O)=O	21	0.9	-2	-0.2	13	0.8	2.2	0.8	-11	-0.1	-26
CN(C)S(=O)(=O)Oc1cccc(C(=O)Nc2ccc([N+](=O)[O-])cc2)c1	17	1	5	-0.1	4	0.8	-0.1	1	-16	5.2	18
O=C(NC(=S)NCC1CCCO1)c1ccc(Cl)cc1 (stereo not drawn)	11	0.9	8	-0.2	-7	0.9	-0.2	1	7	-0.8	2
CC1CCCCN1CCCn1c(=S)[nH]c2ccccc2c1=O (stereo not drawn)	14	0.9	7	-0.1	-18	0.9	-1.5	0.9	10	1.0	9
O=C(c1ccccc1)c1ccccn1	-5	1	-1	-0.1	6	1	-0.6	0.9	-14	1.0	2
O=C(COC(=O)c1ccccc1NC(=O)c1ccco1)NC1CCS(=O)(=O)C1 (stereo not drawn)	10	0.9	-3	-0.3	3	0.9	-0.2	0.9	5	-0.9	-4
Cc1noc(NS(=O)(=O)c2ccc(NC(=O)c3ccc(OC(C)C)cc3)cc2)c1C	5	1	-6	-0.1	18	0.9	0.7	0.9	-13	4.1	6
O=C(CCCCCn1c(SCC(=O)c2ccccc2)nc2ccccc2c1=O)NCc1ccco1	6	0.9	2	-0.2	2	0.9	0.1	1	-4	7.7	28
CCOc1ccc(/C=N/NC(=O)c2c(C)n(C)c3ccc(OC)cc23)cc1	15	1	5	0.0	3	0.8	-0.4	0.9	3	3.2	0
CCCCc1nnc(NC(=O)C(=O)OCC)s1	5	1	0	-0.3	8	0.9	0.2	1.1	-1	-0.6	1
CCOC(=O)C1=C(N)OC2=C(C(=O)CCC2)C1c1sccc1C (stereo not drawn)	15	1.1	5	-0.3	8	0.8	-0.6	1	-3	0.9	7
Cc1cccc(C)c1NC(=O)COC(=O)c1ccc2c(c1)OCO2	2	1	-6	-0.3	1	1	-0.6	1.1	-7	2.7	-18
COC(=O)c1cc(NC(=O)Cc2coc3cc(OC)ccc23)cc(C(=O)OC)c1	6	1	13	0.0	3	0.9	-0.5	1	10	1.7	-6
NC(=O)c1nc(C2CCCCC2)nc2c1[nH]c(=O)n2-c1ccc(F)cc1	18	0.9	54*	-0.2	11	0.8	-1.2	0.8	-8	3.9	-8
COc1ccc(Nc2ccc(N3C(=O)CCCC3=O)cc2[N+](=O)[O-])cc1OC	10	1	88*	-0.2	6	0.9	0.5	0.8	6	1.0	-7

8 compounds out of the list, ordered by molecular weight, descending:
SMILES	Diaphorase inh	PMI activator	L major viab	Hsp70 activator	G6PDH counter	Diaphorase act	Redox H2O2 prof	PMI act hi M6P	TLR4-MyD88 BLA	RAM network inh	S1P3 antagonist
O=C(CCCCCn1c(SCC(=O)c2ccccc2)nc2ccccc2c1=O)NCc1ccco1	6	0.9	2	-0.2	2	0.9	0.1	1	-4	7.7	28
Cc1noc(NS(=O)(=O)c2ccc(NC(=O)c3ccc(OC(C)C)cc3)cc2)c1C	5	1	-6	-0.1	18	0.9	0.7	0.9	-13	4.1	6
O=C(COC(=O)c1ccccc1NC(=O)c1ccco1)NC1CCS(=O)(=O)C1 (stereo not drawn)	10	0.9	-3	-0.3	3	0.9	-0.2	0.9	5	-0.9	-4
COC(=O)c1cc(NC(=O)Cc2coc3cc(OC)ccc23)cc(C(=O)OC)c1	6	1	13	0.0	3	0.9	-0.5	1	10	1.7	-6
NC(=O)c1nc(C2CCCCC2)nc2c1[nH]c(=O)n2-c1ccc(F)cc1	18	0.9	54*	-0.2	11	0.8	-1.2	0.8	-8	3.9	-8
CCOC(=O)C1=C(N)OC2=C(C(=O)CCC2)C1c1sccc1C (stereo not drawn)	15	1.1	5	-0.3	8	0.8	-0.6	1	-3	0.9	7
CCCCc1nnc(NC(=O)C(=O)OCC)s1	5	1	0	-0.3	8	0.9	0.2	1.1	-1	-0.6	1
O=C(c1ccccc1)c1ccccn1	-5	1	-1	-0.1	6	1	-0.6	0.9	-14	1.0	2

Outcome played no part in choosing rows (roughly 12% active in at least one column).
